D2 potentiator: HTS Assay for Positive Allosteric Modulators of the Human D2 Dopamine Receptor: Primary Screen for Potentiators; AID 485347, 2010; potentiation, % at 10 µM; 340,000 compounds, 0.34% hits; HEK293 T-REx D2, calcium flux, EC20 dopamine potentiation; D(2) dopamine receptor (Homo sapiens), P14416;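 active = potentiation over 3 SD above the plate norm, cut at about 30% in these data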; also: 0% is about no effect
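Tetracycline-induced Hek293 Trex D2 cells, force-coupled to calcium, loaded with no-wash calcium dye. Compound added with 180 s kinetic read for agonism, then EC20 dopamine and a further 180 s read for potentiation.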
D1 antagonist: Antagonist of Human D 1 Dopamine Receptor: qHTS; D(1A) dopamine receptor (Homo sapiens), P21728; HEK293 TREx D1 cells, calcium flux, dopamine EC80; hits give low values; activity change, negative = inhibition, % at 10 µM; 360,000 compounds, 3.2% hits; AID 504652, 2011; in the data active = activity change below about -30%; also: % is scaled to controls: 0 for no effect and ±100 for the full control effect
Target sequence (P21728 whole entry, looked up): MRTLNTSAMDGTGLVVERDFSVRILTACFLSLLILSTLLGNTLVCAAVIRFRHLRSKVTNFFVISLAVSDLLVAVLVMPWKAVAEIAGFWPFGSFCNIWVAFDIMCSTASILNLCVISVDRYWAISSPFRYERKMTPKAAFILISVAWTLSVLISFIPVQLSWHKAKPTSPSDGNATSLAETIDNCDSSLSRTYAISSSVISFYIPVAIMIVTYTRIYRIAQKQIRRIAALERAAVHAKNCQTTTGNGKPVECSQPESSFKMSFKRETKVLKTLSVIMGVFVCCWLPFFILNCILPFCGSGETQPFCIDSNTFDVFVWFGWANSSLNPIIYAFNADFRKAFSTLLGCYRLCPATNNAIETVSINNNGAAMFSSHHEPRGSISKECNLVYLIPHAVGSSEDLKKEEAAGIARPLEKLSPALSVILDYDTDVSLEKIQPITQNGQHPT
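Kinetic fluorescence of a calcium dye serves as the read-out. D1-expressing Hek293 Trex cells, induced overnight at 30 C, are exposed to compound for 180 s before an EC80 dopamine addition, then read 180 s further.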
D2 ag: HTS Assay for Allosteric Agonists of the Human D2 Dopamine Receptor: Primary Screen for Agonists; HEK293 T-REx D2 cells, calcium flux agonist mode; activation, % at 2 µM; 340,000 compounds, 0.53% hits; AID 485358, 2010;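 active = activation over 3 SD above normal in the single-dose calcium agonist read, cut at about 30% in these data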; also: 0% is about no effect
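HEK293 Trex D2 cells, tetracycline-induced, o/n 30 C 5% CO2; no-wash Ca dye, RT 30–90 min; 10-cycle baseline, 23 nl cpd added, kinetic Ca read 180 s; agonist hits = positive Ca response.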
D1 agonist: Allosteric Agonists of the Human D1 Dopamine Receptor: qHTS; activation, % at 2 µM; HEK293 T-REx D1 cells, calcium flux, agonist mode; 360,000 compounds, 1% hits; D(1A) dopamine receptor (Homo sapiens), P21728; also: 0% is about no effect
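Inducible HEK293 T-REx D1 cells, force-coupled to calcium signalling, were plated at 4000 cells/well with tetracycline and held overnight at 30 C. After no-wash calcium dye loading, compound-evoked calcium rise over 180 s flagged agonists.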
TRHR ag: qHTS for Small Molecule Agonists and Allosteric Enhancers of Human TRH Receptor: Primary Screen for Agonists | Thyrotropin-releasing hormone receptor (Homo sapiens), P34981 | TRHR cells, calcium flux fluo-8, FDSS agonist mode | activation, % at 2 µM | 360,000 compounds, 0.18% hits; also: 0% is about no effect
Target sequence (P34981 whole entry, looked up): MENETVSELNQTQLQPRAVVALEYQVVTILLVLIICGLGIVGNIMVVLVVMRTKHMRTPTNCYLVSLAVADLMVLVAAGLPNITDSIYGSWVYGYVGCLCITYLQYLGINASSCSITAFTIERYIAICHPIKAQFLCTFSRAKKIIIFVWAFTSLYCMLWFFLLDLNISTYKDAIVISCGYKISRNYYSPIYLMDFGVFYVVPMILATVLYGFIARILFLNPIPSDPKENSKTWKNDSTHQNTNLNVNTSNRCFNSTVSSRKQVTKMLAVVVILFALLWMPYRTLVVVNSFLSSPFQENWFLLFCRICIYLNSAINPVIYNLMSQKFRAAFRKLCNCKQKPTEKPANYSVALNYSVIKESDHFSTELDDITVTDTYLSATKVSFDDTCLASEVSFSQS
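Fluo-8-loaded TRHR cells; 10 s baseline, compound added, kinetic Ca2+ fluorescence read 1/s, agonist mode.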
TRHR enhancer: qHTS for Small Molecule Agonists and Allosteric Enhancers of Human TRH Receptor: Primary Screen for Enhancers | enhancement, % at 2 µM | 360,000 compounds, 0.66% hits | Thyrotropin-releasing hormone receptor (Homo sapiens), P34981 | AID 493056, 2011 | TRHR cells, fluo-8 calcium fluorescence, EC20 TRH enhancement; in the data active = enhancement above about 30%; also: 0% is about no effect
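TRHR-expressing cells loaded with fluo-8 calcium dye were read kinetically (ex 480/em 530) during compound addition, then stimulated with an EC20 of TRH (10 nM final). Enhancement of the Gq-mediated intracellular calcium response was scored.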
D2 antagonist: HTS Assay for Allosteric Antagonists of the Human D2 Dopamine Receptor: Primary Screen for Antagonists. HEK293 TREx D2 cells, calcium flux, dopamine EC80. inhibition, % at 10 µM. D(2) dopamine receptor (Homo sapiens), P14416. AID 485344, 2010. 340,000 compounds, 2% hits; in the data active = inhibition above about 30%; also: 0% is about no effect
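Tetracycline-induced HEK293 TREx cells expressing D2 receptor forced-coupled to calcium signalling, loaded with no-wash calcium dye. Compounds added and calcium flux read 180 s, then dopamine added at EC80 and read a further 180 s.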
RXFP1 antag: qHTS Assay for Antagonists of the Relaxin Receptor RXFP1. Relaxin receptor 1 (Homo sapiens), Q9HBX9. HEK293-RXFP1, relaxin-stimulated cAMP HTRF, 30 min; hits give low values. activity change, negative = inhibition, % at 57.5 µM. 350,000 compounds, 0.59% hits. AID 1259400, 2018;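 active = activity change of -60% or lower, but not beyond a set lower limit; inconclusive = change between -60% and -40%, or beyond the set limit; inactive = change above -40%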; also: % is scaled to controls: 0 for no effect and ±100 for the full control effect
D1 potentiator: Potentiators of Human D1 Dopamine Receptor: qHTS | AID 504651, 2011 | 360,000 compounds, 0.036% hits | potentiation, % at 10 µM | D(1A) dopamine receptor (Homo sapiens), P21728 | HEK293 TREx D1 cells, calcium flux, dopamine EC20 potentiation; in the data active = potentiation above about 30%; also: 0% is about no effect
Active calls of the source: *; ? = inconclusive; · = no result given. Rule as the data show it, unless noted: active = activation above about 30%; inactive = the rest.

item | SMILES | D2 antagonist | D1 agonist | TRHR ag | D1 potentiator | D2 ag | TRHR enhancer | D1 antagonist | RXFP1 antag | D2 potentiator
1 | COc1ccc(S(=O)(=O)N2CCN(CCc3ccccc3)CC2)c(OC)c1 | -12 | 5 | -0.2 | -7 | -0.8 | 5 | -3 | 4 | -5
2 | COc1ccc(CC(C(=O)Nc2cccc(F)c2)c2nn[nH]n2)c(OC)c1 (stereo unspecified) | -6 | 2 | -0.4 | 2 | -0.2 | 20 | -6 | -7 | 7
3 | Cc1cccc(NC(=O)Nc2cccs2)c1C | · | 5 | 1.1 | -3 | · | 12 | -3 | 7 | -4
4 | COc1ccc(-c2noc(N3CCC(C(=O)N4CCN(c5cccc(C)c5C)CC4)CC3)n2)cc1 | · | 5 | 0.0 | 1 | 1.2 | -3 | -8 | 3 | -6
5 | CCCCN(C1CCS(=O)(=O)C1)S(=O)(=O)c1ccc(OC)cc1 (stereo unspecified) | -4 | 2 | -0.2 | -6 | 14 | -2 | 5 | 11 | -11
6 | O=C(Nc1nc2ccsc2c(=O)s1)c1ccc(Cl)cc1 | -8 | 1 | 0.1 | -3 | 0.0 | 5 | -9 | 3 | -4
7 | C=C(C)c1cccc(C(C)(C)NC(=O)Nc2ccc(Cl)cn2)c1 | · | 13 | 1.6 | -6 | · | -3 | 16 | -31 | ·
8 | Cc1cccc(NC(=O)Cc2csc(COc3cccc(C)c3)n2)c1 | · | 0 | -0.6 | 0 | -1.8 | -16 | 1 | -25 | ·
9 | COC(=O)c1ccccc1NC(=O)CCCCCn1nnc2ccccc2c1=O | -1 | 3 | -0.4 | -1 | 0.1 | 1 | 3 | 0 | 19
10 | CCOCC(=O)Nc1cccc(NC(C)=O)c1 | 19 | 2 | 0.4 | -3 | 0.2 | 0 | 3 | -8 | -4
11 | Cc1cc2c(Nc3ccccc3)ncnc2s1 | -5 | 0 | -1.3 | -3 | -1.1 | -11 | 1 | 12 | -16
12 | CCSC(=O)NC12CC3CC(CC(C3)C1)C2 | -9 | 5 | 0.5 | -4 | 0.3 | -4 | -7 | -21 | -4
13 | CN1CCN(C(=S)NC(=O)/C=C/c2cccc3ccccc23)CC1 | 5 | 3 | -0.2 | 2 | -0.8 | -5 | -7 | 5 | 4
14 | Cc1cc2cc(C(c3nnnn3CC3CCCO3)N3CCCc4ccccc43)c(=O)[nH]c2cc1C (stereo unspecified) | -6 | 4 | 1.6 | -6 | 1.2 | 12 | 0 | -16 | -5
15 | O=C(Nc1ccc(Cl)cn1)c1ccc(-c2cc(Cl)ccc2Cl)o1 | -18 | 5 | 0.1 | -7 | 0.1 | 1 | 15 | -12 | 1

Sorted by SMILES length (descending): three of the compounds above
item | SMILES | D2 antagonist | D1 agonist | TRHR ag | D1 potentiator | D2 ag | TRHR enhancer | D1 antagonist | RXFP1 antag | D2 potentiator
15 | O=C(Nc1ccc(Cl)cn1)c1ccc(-c2cc(Cl)ccc2Cl)o1 | -18 | 5 | 0.1 | -7 | 0.1 | 1 | 15 | -12 | 1
13 | CN1CCN(C(=S)NC(=O)/C=C/c2cccc3ccccc23)CC1 | 5 | 3 | -0.2 | 2 | -0.8 | -5 | -7 | 5 | 4
6 | O=C(Nc1nc2ccsc2c(=O)s1)c1ccc(Cl)cc1 | -8 | 1 | 0.1 | -3 | 0.0 | 5 | -9 | 3 | -4

(list continues)
item | SMILES | D2 antagonist | D1 agonist | TRHR ag | D1 potentiator | D2 ag | TRHR enhancer | D1 antagonist | RXFP1 antag | D2 potentiator
16 | Cc1ccc(C(=O)OC(C)C(=O)NCc2ccc3c(c2)OCO3)cc1S(=O)(=O)N1CCOCC1 (stereo unspecified) | -3 | 2 | -1.1 | -6 | -0.3 | 1 | 2 | -11 | 9
17 | Cc1cccc(C(=O)N2CCCC(CCC(=O)N3CCN(c4ccccn4)CC3)C2)c1 (stereo unspecified) | -8 | 1 | -0.5 | -5 | 0.1 | 3 | 7 | -5 | 11
18 | O=C(N/N=C/c1ccc(N2CCOCC2)o1)c1cccc([N+](=O)[O-])c1 | -12 | 5 | 0.1 | -3 | 1.8 | -2 | 0 | 12 | -3
19 | O=C1C=C(NCc2ccco2)C2(CCCCC2)O1 | 10 | 2 | -0.2 | -7 | 0.2 | -2 | -1 | 4 | 1
20 | NC(=O)c1cc(S(=O)(=O)N2CCN(c3cccc(Cl)c3)CC2)cs1 | 18 | 3 | -1.8 | -4 | -0.6 | 20 | 7 | 18 | 12
21 | Cc1ccc(C)c(CNS(=O)(=O)c2c(C)[nH]c(C)c2C(=O)N2CCCC2)c1 | 8 | 0 | -0.1 | -6 | 0.9 | -3 | -3 | 8 | -7
22 | Cc1cccc(NC(=O)CSCC(=O)NNC(=O)c2ccoc2C)c1 | -7 | 1 | -0.4 | 6 | 0.5 | 1 | -5 | -6 | 1
23 | O=C(NCCCN1CCCC1=O)c1cccc(S(=O)(=O)N2CCCCC2)c1 | 38* | 8 | -0.1 | · | 0.1 | 1 | 8 | 1 | 3
24 | NC(=O)c1ccccc1OCC(=O)NS(=O)(=O)c1ccccc1 | 0 | 0 | 0.6 | -1 | -0.9 | 13 | 11 | -13 | -5
25 | O=c1cc(-c2ccccc2)nc2cc(-c3ccc(Br)cc3)[nH]n12 | -8 | 4 | -0.6 | -3 | 0.3 | -3 | -14 | 4 | -29
26 | CCc1ccc(CNC(=O)C2Cc3cc(S(=O)(=O)N4CCCCCC4)ccc3N2C(C)=O)cc1 (stereo unspecified) | · | -2 | -0.2 | 0 | 1.0 | -2 | 8 | · | 1
27 | O=C(O)c1nn(CC(=O)N2CCCCCC2)c(=O)c2ccccc12 | 1 | 0 | -0.2 | 0 | 0.1 | -3 | 3 | -6 | 2
28 | CC(C)(C)OC(=O)C(C(=O)OC(C)(C)C)c1ccc(Cl)nn1 | 1 | 6 | 0.3 | -1 | 0.0 | 8 | 4 | -6 | 0
29 | Cc1cccc(-n2c(CCc3ccccc3)nnc2SCC(=O)c2ccccc2)c1 | -14 | 19 | 0.0 | -9 | -1.8 | -9 | -19 | -10 | 15
30 | CC(C)(CO)CNC(=O)CCc1nnc(CCCc2ccccc2)o1 | 2 | 2 | 0.5 | 1 | 0.6 | -3 | 9 | -3 | -2

Additional records follow.
item | SMILES | D2 antagonist | D1 agonist | TRHR ag | D1 potentiator | D2 ag | TRHR enhancer | D1 antagonist | RXFP1 antag | D2 potentiator
31 | O=C(CSc1nc2ccccc2c(=O)n1Cc1ccco1)Nc1cccc(O)c1 | -11 | 1 | -0.2 | -1 | -0.3 | -10 | 3 | -5 | 9
32 | O=C(O)CC1SC(=O)N(CC(=O)c2ccccc2)C1=O (stereo unspecified) | 11 | 0 | -0.4 | -4 | -2.5 | 5 | 29 | -8 | 8
33 | CCCOc1ccc(C(=O)NCC2OCCc3ccccc32)cc1OC (stereo unspecified) | · | 1 | -0.5 | 1 | · | 4 | -9 | -8 | ·
34 | CCNc1nc(NC(C)C)nc(SCCOc2ccc(C)cc2)n1 | -15 | 8 | 0.9 | -4 | -0.5 | -2 | 4 | -21 | 5
35 | Oc1c(C(Nc2nccs2)c2ccc(C(F)(F)F)cc2)ccc2cccnc12 (stereo unspecified) | 0 | 4 | 2.2 | 5 | 1.2 | 7 | -10 | ? | -15
36 | Cc1ccc2nc(NC(=O)COC(=O)c3ccccn3)sc2c1 | · | -1 | -0.4 | -4 | · | 2 | -9 | 4 | ·
37 | Cn1cnc(S(=O)(=O)NCc2ccccc2)c1 | 15 | 2 | 0.3 | -2 | 1.4 | 1 | -3 | -4 | -25
38 | Cc1cccc(N(CC(=O)N2CCN(c3ccc(F)cc3)CC2)S(C)(=O)=O)c1C | -7 | 3 | -0.1 | -3 | 1.3 | -2 | -13 | 5 | 0
39 | O=C(Nc1nccs1)c1ccc(COc2ccccc2Cl)o1 | 4 | 2 | -0.8 | 0 | -1.5 | -2 | -10 | -17 | -2
40 | Cc1cc(C)cc(OCC(=O)N(Cc2cccs2)c2ccc(Cl)cc2)c1 | · | 33* | 1.3 | 1 | 0.6 | 0 | 10 | · | -12
41 | O=S(=O)(c1ccc(SCCOc2ccc(F)cc2)nc1)N1CCCC1 | 28 | 11 | 0.9 | 1 | 0.5 | 0 | -19 | 6 | 16
42 | CCN(CC)C(=O)C1(P(=O)(c2ccccc2)c2ccccc2)CCC1 | -7 | 3 | -0.5 | -2 | 0.1 | 3 | -11 | 9 | -4
43 | COc1cccc(C(=O)NC23CC4CC(CC(C4)C2)C3)c1 | -20 | -1 | -0.4 | 3 | 0.8 | 8 | -3 | -25 | -6
44 | CCn1c(=O)c2cc(S(=O)(=O)NC3CCCCC3)ccc2n(CC)c1=O | -3 | 1 | -1.1 | -4 | 0.1 | 0 | -13 | -19 | 5
45 | CN(Cc1cccs1)C(=O)Cn1cnc2ccccc2c1=O | 0 | 4 | 0.1 | 1 | 0.5 | 1 | 7 | -16 | 15

Later entries
item | SMILES | D2 antagonist | D1 agonist | TRHR ag | D1 potentiator | D2 ag | TRHR enhancer | D1 antagonist | RXFP1 antag | D2 potentiator
46 | Cc1ccc(Nc2cc(C(=O)NCCc3ccccc3)c3ccccc3n2)c(C)c1 | · | -1 | 0.3 | 2 | -0.7 | -4 | 4 | 15 | -5
47 | O=C(NNc1nc(N2CCOCC2)nc(N2CCOCC2)n1)Nc1ccc(Cl)cc1 | 5 | 1 | -0.2 | -6 | 1.7 | -2 | 6 | · | -1
48 | CC(=O)Nc1ccc(C(=O)COC(=O)C2CC3CCCC(C2)C3=O)cc1 (stereo unspecified) | 19 | 5 | 0.5 | 1 | -0.1 | -18 | 25 | -7 | 3
49 | COc1cccc(NC(=O)Cn2c(SCC(=O)N3CCOCC3)nc3ccccc32)c1 | 10 | 2 | 0.1 | -1 | 1.2 | -3 | -2 | 20 | -9
50 | CCOC(=O)C(C)Sc1nc(-c2ccco2)cc(C(F)(F)F)c1C#N (stereo unspecified) | 16 | 2 | -0.1 | -10 | -0.3 | -5 | 7 | -19 | -8
51 | O=C(N/N=C/c1cccc(OC(=O)N2CCOCC2)c1)c1cccs1 | 0 | 13 | -1.0 | -6 | -1.9 | 5 | 4 | -9 | 10

Screening results from PubChem.

This is a random part of the collection; any-hit rate near 7.3%.
